IkB sig inh = IkB pathway inhibition in ABC-DLBCL cells | Potency, µM (doses to about 57.1 µM), without a hit: top-dose IkBa stabilization activation | AID 445 | 0.04% of 110,000 active | ABC-DLBCL IkBa-CBG/CBR dual luciferase ratio, 4 h; response scale: scaled: untreated 0%, proteasome inhibitor 100%; active means well fitted curve in the direction sought with a large enough effect in the signal ratio, not every such curve was filed as active; inconclusive means small, poorly fitted or top-dose-only effect, or a change in a side signal; the % refers to the signal ratio;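 further: the direction sought is a rising ratio; 0% = basal untreated cells and 100% = reference inhibitor full response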
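Curves were fitted separately to fusion (green), unfused (red) and ratio luminescence, then classed by r2, magnitude and activity. Cells: OCI-Ly3, 4 h compound plus doxycycline at 37C; 10 uM MG-132 defined full response.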
p53ts 32C tox = p53ts cell cytotoxicity, permissive temperature; Potency, µM (top dose mostly 46.1 µM), without a hit: top-dose activity change, negative = cytotoxicity, usual class: cytotoxic; 0.93% of 130,000 active; H1299-p53A138V at 32C, ATP luminescence viability, 24 h;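 further: 0% = DMSO and -100% = full killing by reference compound; nearly all actives have a fitted effect of over 55% in size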
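H1299-p53 A138V cells (temperature-sensitive p53) exposed 24 h to up to 46 uM compound at 32C, where p53 is wild-type in conformation. Viability read as ATP luminescence and normalised to DMSO and 100 uM tamoxifen. AC50 fitted with the Hill equation.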
p53ts 39C kill = p53ts cell cytotoxicity, nonpermissive temperature; H1299-p53A138V viability at 39C, ATP luminescence, 24 h; Potency, µM (titrated, usually from 46.1 µM), inactives show top-dose activity change, negative = cell killing, hits mostly cytotoxic; 1.5% of 130,000 active; AID 902; further: nearly all actives have a fitted effect of over 55% in size
Imprint erasure = inducers of genomic imprint erasure in mouse ES cells | mouse ES Peg3-LacZ reporter, beta-gal luminescence, 40 h | Potency, µM (highest dose often 60.7 µM), for inactives: top-dose activity change, positive = activation, usual class: activators | 0.02% of 110,000 active;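 further: 0% = negative control wells on the plate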
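Gelatin-coated wells received 300 freshly trypsinized female ES cells with a Peg3LacZ-Neo reporter on the maternal allele, then incubated 40 hours at 37C. BetaGlo was added for 5 minutes at room temperature before a single luminescence read.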
The depositor's hits bear a star; [ ] = another dose, or the depositor's remark. Unless noted, the call rests on the fitted dose curve; in most records, active means well fitted curve in the direction sought with a large enough effect; inconclusive means small, poorly fitted or top-dose-only effect, or another doubt; inactive means no such curve, though single readings can be large; an effect the other way counts as inactive or inconclusive. Unless noted, on the % scale 0 is the no-effect control and ±100 the full control effect; potency means the concentration at half of the fitted maximal effect.

For CCOC(=O)c1ccc(NC(=O)Nc2ccc(OC)c(OC)c2)cc1 the results were IkB sig inh inconclusive, p53ts 32C tox 8%, p53ts 39C kill 10% and Imprint erasure -25%.
For O=C(NCC1CCCO1)C1CCC(N2C(=O)c3ccccc3C2=O)CC1 (configuration not stated) the results were IkB sig inh 2.0%, p53ts 32C tox 2%, p53ts 39C kill 8% and Imprint erasure 8%.
COC(=O)NC(/C=C/c1ccccc1)[C@]1(C(C)=O)CCCC1=O (some centres not stated) was read as p53ts 32C tox -9%[9.22 µM] and p53ts 39C kill 12%[9.22 µM].
CC1(C)CC(C)(c2ccc(O)cc2O)N(c2cccc(Cl)c2)C(=S)N1 (configuration not stated) was read as p53ts 32C tox -11% and p53ts 39C kill 16%.
`CCOC(=O)C1(c2nc(N)cs2)COC(=O)C1` (configuration not stated) gave p53ts 32C tox -5% and p53ts 39C kill -5%.
Screening COC(=O)c1ccc(NC(=O)CN2CCN(c3cccc(Cl)c3)CC2)cc1 returned IkB sig inh inconclusive, p53ts 32C tox 9%, p53ts 39C kill -28% and Imprint erasure -11%.
`CC(C)c1ccc(NC(=O)C2CCN(S(=O)(=O)c3ccc(Br)s3)CC2)cc1` gave IkB sig inh inconclusive, p53ts 32C tox 11%, p53ts 39C kill -9% and Imprint erasure -12%[10.9 µM].
`O=C(NCCF)[C@H]1C[C@@H]1[C@H](NP(=O)(c1ccccc1)c1ccccc1)c1ccccc1` gave p53ts 32C tox 16%, p53ts 39C kill 7% and Imprint erasure -12%.
`C/C=C1\CC2C=CC1C2` (configuration not stated) gave IkB sig inh 0.3%, p53ts 32C tox -4%[1.84 µM], p53ts 39C kill 5% and Imprint erasure 3%.
CC(=O)N1CCc2c(sc3c2c(=O)n(-c2ccccc2C)c(=O)n3CC(=O)c2ccccc2)C1 was read as IkB sig inh 12%, p53ts 32C tox -3%, p53ts 39C kill -16% and Imprint erasure -11%[10.9 µM].
CSc1nnc(Cc2cc(=O)[nH]c(=O)[nH]2)n1-c1cc(C)ccc1C was read as IkB sig inh 0.1%, p53ts 32C tox -4%, p53ts 39C kill 9% and Imprint erasure 10%.
`CCc1ccccc1NC(=O)Cn1nnc(C(=O)Nc2ccc(OC)c(OC)c2)c1N` gave IkB sig inh inconclusive, p53ts 32C tox 3%, p53ts 39C kill 6% and Imprint erasure -6%[10.9 µM].
O=S(=O)(c1ccc(-c2cc(C(F)(F)F)on2)s1)N1CCN(c2cccc(Cl)c2)CC1 was read as IkB sig inh -3.1%, p53ts 32C tox 2%, p53ts 39C kill 20% and Imprint erasure -5%[10.9 µM].
Screening Cc1cc(C)nc(N2CCC(C(=O)NCc3cccs3)CC2)n1 returned IkB sig inh 0.4%, p53ts 32C tox 5%, p53ts 39C kill -2% and Imprint erasure -3%.
COc1cc(N=Nc2cccc(S(N)(=O)=O)c2)c2ccccc2c1N was read as IkB sig inh 7.7%[11.4 µM], p53ts 32C tox 3%[9.22 µM], p53ts 39C kill -7%[9.22 µM] and Imprint erasure -8%[10.9 µM].
O=C(c1cc(S(=O)(=O)N2CCOCC2)c(Cl)cc1Cl)N1CCCCC1 was read as IkB sig inh -0.1%, p53ts 32C tox 4%, p53ts 39C kill 18% and Imprint erasure -10%.
For CCc1nn(C(C)C(=O)NCCc2ccc(OC)c(OC)c2)c(=O)c2cc3occc3n12 (configuration not stated) the results were p53ts 32C tox 5% and p53ts 39C kill 2%.
`COC(=O)c1ccccc1NC(=O)c1sc2nc(C)cc(C)c2c1NC(=O)c1ccccc1Cl` gave IkB sig inh -1.9%, p53ts 32C tox -5%, p53ts 39C kill 0% and Imprint erasure -9%[10.9 µM].
For Cc1cc(C)cc(NC(=O)CCC(=O)N2Cc3ccccc3Oc3ncccc32)c1 the results were IkB sig inh inconclusive, p53ts 32C tox 8%, p53ts 39C kill -15% and Imprint erasure 7%[10.9 µM].
Screening CC1Cc2ccccc2N1C(=O)CSc1nc2c(c(=O)n(C)c(=O)n2C)n1Cc1ccccc1 (configuration not stated) returned IkB sig inh -0.3%, p53ts 32C tox -1%, p53ts 39C kill -3% and Imprint erasure -4%.
For c1ccc2c(Cn3nnc4ccccc43)cccc2c1 the results were IkB sig inh 8.7%, p53ts 32C tox 34%[activator], p53ts 39C kill 13% and Imprint erasure -19%.
C=CCC(CC=C)(CNC(=O)C(=O)Nc1cccc(C(F)(F)F)c1)c1ccccc1 was read as IkB sig inh -2.2%, p53ts 32C tox -3%, p53ts 39C kill -12% and Imprint erasure -13%[10.9 µM].
`CCOC(=O)CNC(=O)CSc1nnc(-c2ccccc2)n1Cc1ccco1` gave IkB sig inh 0.3%, p53ts 32C tox 0%, p53ts 39C kill 4% and Imprint erasure -6%.
Cc1[nH]c2ccccc2c1SCCNC(=O)c1ccc(F)cc1 was read as IkB sig inh inconclusive, p53ts 32C tox -3%, p53ts 39C kill -13% and Imprint erasure 10%[10.9 µM].
Screening CCOC(=O)CN(C(=O)c1ccccc1)c1ccccc1C returned IkB sig inh -2.0%, p53ts 32C tox 2%, p53ts 39C kill -4% and Imprint erasure -8%.
For O=S(=O)(c1ccc(Oc2ccc(Br)cc2)cc1)N1CCOCC1 the results were IkB sig inh inconclusive, p53ts 32C tox 1%, p53ts 39C kill -8% and Imprint erasure -11%.
For CCCCOC(=O)C1C2C=C[C@]3(CN(CCCOC)C(=O)[C@H]13)O2 (some centres not stated) the results were IkB sig inh inconclusive, p53ts 32C tox -8%, p53ts 39C kill 13% and Imprint erasure -8%.
Cc1ccc(C)c(N2CCN(C(=O)CCc3c(C)nc4c(c3C)c(=O)n(C)c(=O)n4C)CC2)c1 was read as IkB sig inh 2.1%, p53ts 32C tox 1%, p53ts 39C kill 5% and Imprint erasure 3%[10.9 µM].
CCOC(=O)C1CCN(CC(O)COc2ccc(C(C)(C)C)cc2)CC1 (configuration not stated) was read as IkB sig inh -0.8%, p53ts 32C tox -4%, p53ts 39C kill -7% and Imprint erasure -17%.
For CC(C)c1ccc(NC(=O)CCS(=O)(=O)c2cccc3nonc23)cc1 the results were IkB sig inh -3.6%, p53ts 32C tox 2%, p53ts 39C kill -14% and Imprint erasure -4%[10.9 µM].
`Cc1ccc(-c2cn3cccnc3n2)cc1NC(=O)c1c(-c2ccccc2Cl)noc1C` gave IkB sig inh 1.4%, p53ts 32C tox 16%, p53ts 39C kill 8% and Imprint erasure -19%.
`O=C(CCNS(=O)(=O)c1ccc(Cl)cc1)NCc1cccnc1` gave IkB sig inh 0.3%, p53ts 32C tox 9%, p53ts 39C kill 2% and Imprint erasure -13%.
`Cn1c(SCc2ccccn2)nnc1-c1cnccn1` gave IkB sig inh -0.7%, p53ts 32C tox -3%, p53ts 39C kill 4% and Imprint erasure -4%.
For CCN(CC)S(=O)(=O)c1ccc(S(=O)(=O)N2CCN(C(=O)c3ccco3)CC2)cc1 the results were p53ts 32C tox -2% and p53ts 39C kill -5%.
CC1CCCCN1C(=O)CSc1nc(-c2ccccc2)cc(=O)[nH]1 (configuration not stated) was read as IkB sig inh 3.0%, p53ts 32C tox 14%, p53ts 39C kill 12% and Imprint erasure 13%.
`CCC(=O)N1CCN(c2ccc(NC(=S)NC(=O)c3cccc([N+](=O)[O-])c3)cc2)CC1` gave p53ts 32C tox -2% and p53ts 39C kill -4%.
`CCCn1c2ccccc2c2cnn(CC(=O)N3CCN(c4ccccc4)CC3)c(=O)c21` gave IkB sig inh inconclusive, p53ts 32C tox 24%, p53ts 39C kill 5% and Imprint erasure 16%[10.9 µM].
For CCOC(=O)N1CCN(C(=O)CCSc2ccc(C)cc2)CC1 the results were IkB sig inh -1.2%, p53ts 32C tox 10%, p53ts 39C kill 13% and Imprint erasure -15%.
`CCC1=C2CC[C@H]3C(=O)N(C)C(=O)[C@H]3[C@H]2[C@@]2(C)C(=NCC(=O)OC)OC(=O)N2C1=O` gave p53ts 32C tox 7%, p53ts 39C kill -9% and Imprint erasure -2%.
Screening CCN(CC)CCCN1C(=O)C(O)=C(C(=O)c2ccco2)C1c1ccc(OC(C)C)cc1 (configuration not stated) returned IkB sig inh 2.2%, p53ts 32C tox -13%, p53ts 39C kill 9% and Imprint erasure -2%.
O=[N+]([O-])c1cccc(/C=N\NC2=CS(=O)(=O)C=C2)c1 was read as IkB sig inh -0.6%[11.4 µM], p53ts 32C tox 3%[9.22 µM], p53ts 39C kill -4%[9.22 µM] and Imprint erasure -4%[10.9 µM].
`O=S(=O)(c1ccccc1)N1CCC2(CCCN(c3ncccn3)C2)CC1` gave IkB sig inh 2.5%[11.4 µM], p53ts 32C tox -2% and p53ts 39C kill -4%.
COc1ccc(C(CC(=O)Nc2ccc(C)cn2)N2Cc3ccccc3C2=O)cc1OC (configuration not stated) was read as IkB sig inh -1.4%, p53ts 32C tox 10%, p53ts 39C kill -10% and Imprint erasure -2%[10.9 µM].
Cc1ccccc1S(=O)(=O)Cc1ccc(C(=O)NCc2ccccc2Cl)o1 was read as IkB sig inh 0.0%, p53ts 32C tox 10%, p53ts 39C kill -14% and Imprint erasure -12%[10.9 µM].
For CCC1(C)Cc2nc3sc(C(=O)O)c(N)c3cc2CO1 (configuration not stated) the results were IkB sig inh -0.2%, p53ts 32C tox 17%, p53ts 39C kill 20% and Imprint erasure -12%.
`CCOC(=O)N1CCN(c2cc(=O)n(-c3ccccc3Cl)c(=O)[nH]2)CC1` gave IkB sig inh -1.5%, p53ts 32C tox -2%, p53ts 39C kill 5% and Imprint erasure 2%.
For COC(=O)c1c(-c2cccc(C)c2)csc1N the results were IkB sig inh 0.5%, p53ts 32C tox 0%, p53ts 39C kill -6% and Imprint erasure -14%.
`O=C(c1ccc2c(c1)N(Cc1ccc(Cl)cc1)C(=O)c1ccccc1S2=O)N1CCCCC1` (configuration not stated) gave IkB sig inh inconclusive, p53ts 32C tox -4%, p53ts 39C kill inconclusive and Imprint erasure -6%[10.9 µM].
`CCOCCc1nn2c(=O)cc(COC(=O)c3ccccc3NC(=O)CC(C)C)nc2s1` gave IkB sig inh 1.1%, p53ts 32C tox 5%, p53ts 39C kill -29% and Imprint erasure -13%[10.9 µM].
`COc1cc(S(=O)(=O)N2CCOCC2)ccc1NC(=O)COC(=O)c1ccccn1` gave IkB sig inh 0.7%, p53ts 32C tox 9%, p53ts 39C kill 0% and Imprint erasure -5%.
CC1SC(=NC(=O)C(C)N2C(=O)c3ccccc3C2=O)NC1=O (configuration not stated) was read as p53ts 32C tox 1% and p53ts 39C kill 21%.
CCn1c(SCC(=O)C(C)(C)C)nnc1-c1ccccc1OC was read as IkB sig inh 0.7%, p53ts 32C tox 16%, p53ts 39C kill 1% and Imprint erasure -13%.
Screening Cn1c(=O)c2c(-c3ccc(Cl)cc3)n(Cc3ccccc3)cc2n(C)c1=O returned IkB sig inh inconclusive, p53ts 32C tox 2%, p53ts 39C kill 0% and Imprint erasure -13%[10.9 µM].

7 structures already listed, arranged by heavy-atom count, lowest first.
For COC(=O)c1c(-c2cccc(C)c2)csc1N the results were IkB sig inh 0.5%, p53ts 32C tox 0%, p53ts 39C kill -6% and Imprint erasure -14%.
For CCC1(C)Cc2nc3sc(C(=O)O)c(N)c3cc2CO1 (configuration not stated) the results were IkB sig inh -0.2%, p53ts 32C tox 17%, p53ts 39C kill 20% and Imprint erasure -12%.
CC1SC(=NC(=O)C(C)N2C(=O)c3ccccc3C2=O)NC1=O (configuration not stated) was read as p53ts 32C tox 1% and p53ts 39C kill 21%.
Cc1ccccc1S(=O)(=O)Cc1ccc(C(=O)NCc2ccccc2Cl)o1 was read as IkB sig inh 0.0%, p53ts 32C tox 10%, p53ts 39C kill -14% and Imprint erasure -12%[10.9 µM].
`COc1cc(S(=O)(=O)N2CCOCC2)ccc1NC(=O)COC(=O)c1ccccn1` gave IkB sig inh 0.7%, p53ts 32C tox 9%, p53ts 39C kill 0% and Imprint erasure -5%.
`CCOCCc1nn2c(=O)cc(COC(=O)c3ccccc3NC(=O)CC(C)C)nc2s1` gave IkB sig inh 1.1%, p53ts 32C tox 5%, p53ts 39C kill -29% and Imprint erasure -13%[10.9 µM].
`O=C(c1ccc2c(c1)N(Cc1ccc(Cl)cc1)C(=O)c1ccccc1S2=O)N1CCCCC1` (configuration not stated) gave IkB sig inh inconclusive, p53ts 32C tox -4%, p53ts 39C kill inconclusive and Imprint erasure -6%[10.9 µM].

Screens (PubChem BioAssay)
